Bioassay records: PubChem BioAssay, several laboratories
IEC-6 cytotox = cytotoxicity in IEC-6 intestinal epithelial cells, primary screen, cytotoxicity control for KLF5 inhibitor project, cell-based, luminescence; IEC-6 cytotoxicity, luminescence viability; inhibition, % at 5 µM; 0.78% of 290,000 active; AID 1825, 2009; in the data active = inhibition above about 22%;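 note: 0% = plate median of test compound wells and 100% = cytotoxic reference compound wells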
AI-2 QS modul = Vibrio harveyi AI-2 quorum sensing modulators, primary screen, JMH597 strain, luminescence/OD600 ratio; Vibrio harveyi JMH597 AI-2 luminescence/OD600 ratio, 9 h; stronger effect = lower value; strain lacks LuxN and CqsS sensors; 0 = neutral-control median; activity change, % at 7.5 µM; 0.4% of 300,000 active; AID 2094, 2009; in the data active = activity change below about -75%, passing the limit was not always enough; inconclusive = no clear call, values can overlap the other calls;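 note: luminescence divided by OD600 gain over 9 h not by final OD600 alone; inactives centre near 13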
KLF5 inh = KLF5 expression inhibitors, primary screen, DLD-1 cells, luminescence | DLD-1 KLF5 promoter-luciferase reporter | inhibition, % at 5 µM | 0.23% of 290,000 active;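 active = inhibition above a per-plate limit of that plate's mean compound inhibition plus 3 SD, cut at about 60% in these data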;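 note: 0% = DMSO wells and 100% = LY294002 at 200 µM; higher means less KLF5 promoter-driven luciferase light; inactives centre near -14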
HIF activator = HIF pathway transcriptional activators, primary screen, cell-based, U2OS HRE-luciferase, luminescence; activation, % at 7.5 µM (by protocol); U2OS HRE-luciferase reporter; normalized: DMSO 0%, desferrioxamine 100%; 0.32% of 300,000 active;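 active = mean activation of at least 10% of the iron chelator positive control signal, with at least half of replicates also reaching 10%; inconclusive = mean and replicate majority disagree about reaching 10%; inactive = mean and most replicates under 10%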
HSP90 refold inh = HSP90 inhibitors, primary screen, cell lysate, luminescence; Heat shock protein HSP 90 (rabbit reticulocyte lysate; luciferase refolding); Rabbit reticulocyte lysate, luciferase refolding luminescence, 3 h; inhibition, % at 5.6 µM; 0.91% of 290,000 active; AID 1789, 2009;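 active = inhibition above the screen-wide mean plus 3 SD, computed separately per campaign, cut at about 16% in these data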;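 note: 0% = DMSO wells and 100% = 60 µM geldanamycin wells; inhibitors lower the luminescence because luciferase stays unfolded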
aSyn UTR inh = MLPCN primary screen, SNCA 5' untranslated region | alpha-synuclein 5'UTR reporter, inhibitor activity | inhibition, % (tested at 7.5 µM) | 0.82% of 300,000 active | AID 1813, 2009; in the data active = inhibition above about 60%; inconclusive = no clear call, values can overlap the other calls;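 note: H4 neuroglioblastoma cells stably carrying SNCA 5'UTR luciferase fusion; 0% = DMSO wells and 100% = positive control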
Platelet DG rel = inhibitors of platelet dense granule secretion, primary screen, cell-based, MLPCN, human platelets | inhibition, %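 (compounds screened at 7.5 µM in platelet-rich plasma)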 | human platelet-rich plasma, SFLLRN dense granule ATP release, luminescence | 0.22% of 300,000 active | AID 1663, 2009;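 active = mean replicate score, as percent of positive control, at or above 50; inconclusive = mean below 50 but at least one replicate at or above 50; inactive = mean and every replicate below 50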
HDAC3 inh = HDAC3 deacetylase inhibitors, primary screen, biochemical, fluorescence, cell-free homogeneous | Histone deacetylase 3 (Homo sapiens), O15379 | recombinant HDAC3, fluorogenic peptide/trypsin coupled | inhibition, % at 8.3 µM | 0.15% of 320,000 active; in the data active = inhibition above about 26%, passing the limit was not always enough; inconclusive = no clear call, values can overlap the other calls
Target sequence (O15379 whole entry, looked up): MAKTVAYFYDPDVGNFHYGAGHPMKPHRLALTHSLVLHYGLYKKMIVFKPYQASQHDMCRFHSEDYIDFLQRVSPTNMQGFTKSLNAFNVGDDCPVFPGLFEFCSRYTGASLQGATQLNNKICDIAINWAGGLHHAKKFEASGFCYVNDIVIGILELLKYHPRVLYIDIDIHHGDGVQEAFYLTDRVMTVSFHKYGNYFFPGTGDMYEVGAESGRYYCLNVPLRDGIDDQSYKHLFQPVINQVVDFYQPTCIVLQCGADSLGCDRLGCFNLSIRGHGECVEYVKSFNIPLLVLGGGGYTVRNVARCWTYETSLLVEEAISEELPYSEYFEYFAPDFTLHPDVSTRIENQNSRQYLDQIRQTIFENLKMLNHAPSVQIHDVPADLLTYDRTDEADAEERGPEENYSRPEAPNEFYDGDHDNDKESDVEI
HSF1 inhib = HSF1 inhibitors in luciferase reporter cells, primary screen, cell-based, NIH3T3, luminescence | activity change, negative = inhibition, % at 7.5 µM (by protocol) | AID 2098, 2009 | NIH3T3-HGL HSE-luciferase, MG132-induced, luminescence 8 h; stronger effect = lower value | 0.77% of 300,000 active;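 active = more than half of replicate wells show activity change below -50%, luminescence cut by over half; inconclusive = some wells, but at most half, below -50%; inactive = no replicate well below -50%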;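 note: luciferase reports HSF-1 transcriptional activity via heat shock element; 0% = median of DMSO wells and -100% = zero luminescence signal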
HSF-1 act = HSF-1 activators, primary screen, NIH3T3-HGL cells, MG132 stress, luminescence, single point. NIH3T3-HGL HSF-1 luciferase reporter, 8 h; 100% = twice DMSO control signal. activation, % at 9 µM. 1.7% of 300,000 active. AID 504408, 2011;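 active = mean replicate activation of at least 50% with a set share of replicates each reaching 50%; inconclusive = only one of those two conditions met; inactive = mean below 50% and too few replicates reaching it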;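 note: 0% = median of the neutral control wells and 100% = twice that signal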
Numbers without * were called inactive; ? = inconclusive; · = not tested or not shown. An unsorted share of the library (roughly 5% active in at least one column).

No.	Compound	HSP90 refold inh	Platelet DG rel	aSyn UTR inh	HIF activator	HSF-1 act
1	CCOc1ccc(NC(=O)CSc2nnc(Cn3cnc([N+](=O)[O-])n3)n2CC)cc1	1.6	-0.5	-0.7	0.0	-0.2
2	COc1ccc(N2CC(C(=O)Nc3ccccc3N3CCCC3)CC2=O)c(OC)c1 (stereo unspecified)	·	2.5	-24.3	3.0	-6.2
3	O=C(COC(=O)C1CC2C=CC1C2)NCc1ccco1 (stereo unspecified)	-1.3	-11.4	6.3	0.0	-18.7
4	CN1C(=O)C2(OCC(CO)([N+](=O)[O-])CO2)c2ccccc21 (stereo unspecified)	1.7	-3.4	-18.0	0.7	6.9
5	O=C(CSc1nnc(-c2ccccc2)n1Cc1ccccc1)NC1CC1	-1.7	1.1	15.2	·	9.1
6	Cc1c(C(=O)OCC(=O)NC(C)c2ccccc2)oc2ccccc12 (stereo unspecified)	1.6	-8.1	18.8	0.1	4.6
7	O=C(CSc1ncn[nH]1)c1ccc(OC(F)F)cc1	-5.4	-9.2	-22.8	0.5	7.1
8	Cc1ccc(/C=N/n2nnnc2N)cc1[N+](=O)[O-]	-0.5	2.9	-9.8	-0.2	7.0
9	NC(=O)c1sc2nc3c(cc2c1N)CCC3	-5.2	4.2	-53.1	2.3	-11.9
10	O=[N+]([O-])c1ccc(Cl)cc1Sc1nc2ccccc2o1	-2.6	22.5	68.6*	0.5	9.8
11	CCNC(=O)CC1C(=O)N(c2ccc(F)cc2)C(=O)N1Cc1ccccn1 (stereo unspecified)	3.0	5.3	0.2	-0.3	-0.9
12	O=C(CN1CCN(C/C=C/c2ccccc2)CC1)NC(=O)NC1CCCCC1	1.4	-3.9	23.3	0.1	-7.0

No.	HSF1 inhib	HDAC3 inh	IEC-6 cytotox	KLF5 inh	AI-2 QS modul
1	-4.1	2.7	-2.1	4.7	33.4
2	-4.0	-20.5	·	·	28.9
3	0.3	3.1	2.8	-4.3	17.6
4	6.8	7.0	-2.3	-9.6	-4.8
5	-6.3	-2.7	0.5	-38.0	11.4
6	0.0	-4.0	0.3	2.8	1.2
7	-0.9	17.3	-2.9	-31.8	10.6
8	-2.3	11.0	0.9	-11.2	10.5
9	-1.0	1.0	1.9	-21.4	11.0
10	5.6	0.3	-0.4	-32.0	?
11	-6.4	2.6	-0.2	-1.8	-2.2
12	0.4	-2.6	-0.5	-19.1	13.1

The list goes on:
No.	Compound	HSP90 refold inh	Platelet DG rel	aSyn UTR inh	HIF activator	HSF-1 act
13	CN(CC(=O)N1CCN(c2ccc(F)cc2)CC1)S(=O)(=O)c1ccc2c(c1)c(=O)n(C)c(=O)n2C	-2.5	6.7	7.8	0.5	8.3
14	O=C(CCC(=O)NNC(=O)COc1ccc(Br)cc1Br)NCc1ccccc1	-1.1	7.4	-1.4	-0.1	5.7
15	CC(C)Oc1cc(NC(=O)CSCC(=O)Nc2cccc(C(F)(F)F)c2)c(Cl)cc1Cl	0.1	3.2	30.8	-0.3	38.5
16	CC(C)c1ccccc1NC(=S)NCc1ccccc1F	-2.2	-1.4	9.5	0.0	-5.3
17	N#Cc1ccc(COC(=O)CC(NC(N)=O)c2ccc(Cl)cc2)cc1 (stereo unspecified)	-2.8	-2.2	5.0	4.1	13.8
18	O=C(Nc1cccc(Cl)c1)NC1CCCCC1	-1.5	-0.7	-120.6	3.1	13.2
19	Cc1cc(C)c(OCC(=O)OCC(=O)N2c3ccccc3CC2C)c(C)c1 (stereo unspecified)	·	-1.4	13.3	1.3	7.9
20	O=[N+]([O-])c1ccc(-c2nc3ccc([N+](=O)[O-])cc3[nH]2)cc1	-0.6	4.8	-142.6	-13.7	55.0*
21	C=CCNC1=C(Cl)C(=O)N(c2ccccc2Cl)C1=O	-3.5	0.4	-31.5	-0.4	7.8
22	O=C(CSc1nnc(-c2ccccc2F)n1C1CC1)NC(=O)c1cccc([N+](=O)[O-])c1	-0.7	-6.5	0.9	0.3	-7.5
23	CC(=O)N1CCN(S(=O)(=O)c2cccc(C(=O)Nc3ccccc3N3CCOCC3)c2)CC1	-2.8	1.2	-14.9	-0.3	-4.3
24	COC(=O)Cc1[nH]nc2c1C(c1ccc(O)c(OC)c1)C(C#N)=C(N)O2 (stereo unspecified)	1.6	-4.1	4.9	-0.6	-0.1

No.	HSF1 inhib	HDAC3 inh	IEC-6 cytotox	KLF5 inh	AI-2 QS modul
13	2.7	4.1	-1.2	-5.5	20.1
14	1.5	-4.7	-0.3	-17.6	8.0
15	15.4	10.1	7.5	-8.2	13.4
16	-4.3	3.8	2.4	6.3	4.7
17	0.7	-5.1	-3.4	-18.5	10.2
18	0.9	6.2	2.6	-36.4	-5.0
19	-10.7	2.1	·	·	2.2
20	37.3	-1.7	6.3	-77.0	19.3
21	4.6	3.6	-9.4	-13.0	8.7
22	-4.9	·	-3.0	-10.0	20.6
23	-0.8	-2.4	0.6	16.4	19.5
24	-6.6	-1.8	-0.8	-26.9	10.6

Next results follow:
No.	Compound	HSP90 refold inh	Platelet DG rel	aSyn UTR inh	HIF activator	HSF-1 act
25	CCOc1ccc(OCc2cccc(C(=O)N3CCCCCC3)c2)cc1	28.0*	-2.7	76.0*	-2.0	-40.3
26	O=C(O)C1CSC(c2ccco2)N1 (stereo unspecified)	0.1	-6.7	26.1	-0.2	16.3
27	CNCCCCOc1ccccc1Cc1ccccc1	2.5	-1.5	-7.1	-0.4	14.1
28	Cc1noc(C)c1C(=O)OCC(=O)Nc1ccc(C(N)=O)cc1	2.7	0.5	12.2	-0.1	7.0
29	CCc1nnc(NS(=O)(=O)c2ccc(NCc3ccccc3O)cc2)s1	-1.8	?	11.7	0.1	-15.2
30	COc1ccc(NS(=O)(=O)c2ccc3oc(SCc4ccc(F)cc4)nc3c2)cc1	5.2	2.7	-1.8	-0.3	24.6
31	Cc1ccc(N(CC(=O)Nc2ccc(Br)c(C)c2)S(=O)(=O)c2c(C)[nH]c(=O)[nH]c2=O)cc1	-4.7	-1.0	-15.1	0.2	0.8
32	CCCCn1c(N)c(N(CCOC)C(=O)CN(C)S(=O)(=O)c2ccc(C)cc2)c(=O)[nH]c1=O	·	-7.4	-0.6	-0.3	8.3
33	CCOC(=O)Nc1ccc(S(=O)(=O)Nc2onc(C)c2C)cc1	·	-4.4	-0.2	-0.4	-46.9
34	CCN(C(=O)Cn1c(=O)n2nc(CCn3nc(C)cc3C)nc2c2ccccc21)c1cccc(C)c1	0.9	·	·	·	·
35	Cc1nonc1C1CCCN1C(=O)c1cc(COc2cccc(C(F)(F)F)c2)on1 (stereo unspecified)	3.1	-4.2	-5.5	0.3	0.6
36	CC(C)(C)c1ccc(OCCC(=O)OCC(=O)NCc2ccccc2)cc1	·	11.2	18.6	-1.0	-11.9

No.	HSF1 inhib	HDAC3 inh	IEC-6 cytotox	KLF5 inh	AI-2 QS modul
25	-34.6	3.3	-0.3	-61.2	14.0
26	-0.5	-0.6	2.4	-18.3	15.7
27	1.4	1.5	-5.9	-6.7	-4.1
28	-0.1	-5.1	1.9	-0.9	12.9
29	-2.0	0.3	-0.4	-4.7	22.4
30	8.9	-3.7	-2.9	-10.3	-30.1
31	-1.7	-3.8	-5.5	-23.8	18.7
32	-3.1	-1.0	·	·	19.4
33	-30.2	-1.9	·	·	11.6
34	·	2.6	3.9	-21.4	·
35	5.0	4.9	3.3	-6.1	0.7
36	-7.2	?	·	·	9.0

Single values from above:
no. 32 in HDAC3 inh → -1.0
no. 35 in HIF activator → 0.3
no. 18 in HSP90 refold inh → -1.5

The results go on.
No.	Compound	HSP90 refold inh	Platelet DG rel	aSyn UTR inh	HIF activator	HSF-1 act
37	COc1cc(C(C#N)N2N=C(c3ccccc3)CC2c2ccccc2)ccc1O (stereo unspecified)	2.2	-0.6	-142.0	3.1	29.4
38	CCOc1cc(/C=N/NC(=O)Cn2nc([N+](=O)[O-])cc2C)ccc1OCc1ccc(F)cc1	-0.8	2.3	17.9	-0.3	-2.9
39	CN(C)c1ccc(NC(=O)c2cn(-c3ccccc3)nc2-c2cccs2)cc1	2.6	3.5	-47.5	1.4	23.2
40	COc1ccc(N2CCN(C(=O)CN(c3ccc(OC)cc3)S(=O)(=O)c3ccccc3)CC2)cc1	4.5	1.0	-9.8	0.5	0.5
41	O=C(Nc1ccccc1C(=O)O)c1cccc(N2C(=O)c3ccccc3C2=O)c1	0.0	6.4	-15.5	-0.7	10.6
42	COc1ccccc1N(CC(=O)Nc1ccccc1C(=O)N1CCOCC1)S(C)(=O)=O	-1.1	1.8	-0.1	0.5	-7.1
43	O=C(NC(=S)Nc1ccccc1[N+](=O)[O-])c1ccccc1	3.2	2.0	-135.6	3.5	29.8
44	Cc1nccn1CCCN1C(=O)OC2(CCCCC2)C1(C)O (stereo unspecified)	3.5	-1.5	0.4	-0.2	18.2
45	CCOc1ccc(CCNC(=O)COC(=O)/C=C/c2ccco2)cc1OCC	-2.0	32.2	14.4	0.1	2.3
46	COCCn1nnnc1C(c1ccc2ncccc2c1)N1CCc2ccccc21 (stereo unspecified)	1.3	-3.3	1.5	·	26.7
47	COc1ccc(C)cc1NC(=O)CN1C(=O)c2ccccc2S1(=O)=O	·	-3.5	-5.1	·	9.1
48	NS(=O)(=O)c1ccc(CCNC(=O)c2ccc(-c3ccccc3)cc2)cc1	-1.8	-0.9	8.1	-0.4	-7.8

No.	HSF1 inhib	HDAC3 inh	IEC-6 cytotox	KLF5 inh	AI-2 QS modul
37	17.5	-3.5	10.1	13.9	14.4
38	5.9	-1.0	2.4	-0.8	12.4
39	7.2	5.1	2.6	-49.6	26.6
40	1.5	6.6	0.4	-8.4	9.5
41	-5.3	10.8	-1.8	-10.4	37.5
42	-5.5	-4.7	1.9	-10.3	21.5
43	26.8	2.8	4.4	-43.9	-11.9
44	-0.6	0.9	5.3	6.5	-1.3
45	-2.6	-2.6	-10.8	-35.0	13.4
46	14.1	3.6	-2.5	-10.3	7.5
47	1.0	-0.9	·	·	10.9
48	-3.9	3.3	5.2	-36.7	11.6

Record cards, from the list above. Values in the order: HSP90 refold inh	Platelet DG rel	aSyn UTR inh	HIF activator	HSF-1 act	HSF1 inhib	HDAC3 inh	IEC-6 cytotox	KLF5 inh	AI-2 QS modul
Listed for `CCOc1cc(/C=N/NC(=O)Cn2nc([N+](=O)[O-])cc2C)ccc1OCc1ccc(F)cc1` → -0.8	2.3	17.9	-0.3	-2.9	5.9	-1.0	2.4	-0.8	12.4
Listed for `COc1cc(C(C#N)N2N=C(c3ccccc3)CC2c2ccccc2)ccc1O` (stereo unspecified) → 2.2	-0.6	-142.0	3.1	29.4	17.5	-3.5	10.1	13.9	14.4
Listed for `COc1ccc(C)cc1NC(=O)CN1C(=O)c2ccccc2S1(=O)=O` → ·	-3.5	-5.1	·	9.1	1.0	-0.9	·	·	10.9
